# Screening data (PubChem BioAssay)
# D1 agonist – Allosteric Agonists of the Human D1 Dopamine Receptor: qHTS. HEK293 T-REx D1 cells, calcium flux, agonist mode. activation, % at 2 µM. actives 1% (n = 360,000); note: 0% is about no effect
#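 Tetracycline-induced HEK293 TREx D1 cells, force-coupled to calcium signalling, were dye-loaded with a no-wash calcium kit. Compound was pin-added after a 10 s baseline. Fluorescence was read kinetically at 1 cycle/s for 180 s, with calcium rises flagged as agonism.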
# D2 agonist – HTS Assay for Allosteric Agonists of the Human D2 Dopamine Receptor: Primary Screen for Agonists; D(2) dopamine receptor (Homo sapiens), P14416; HEK293 T-REx D2 cells, calcium flux agonist mode; activation, % at 2 µM; actives 0.53% (n = 340,000); AID 485358, 2010;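 active = activation over 3 SD above normal in the single-dose calcium agonist read, cut at about 30% in these data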; note: 0% is about no effect
# Target sequence (P14416 whole entry, looked up): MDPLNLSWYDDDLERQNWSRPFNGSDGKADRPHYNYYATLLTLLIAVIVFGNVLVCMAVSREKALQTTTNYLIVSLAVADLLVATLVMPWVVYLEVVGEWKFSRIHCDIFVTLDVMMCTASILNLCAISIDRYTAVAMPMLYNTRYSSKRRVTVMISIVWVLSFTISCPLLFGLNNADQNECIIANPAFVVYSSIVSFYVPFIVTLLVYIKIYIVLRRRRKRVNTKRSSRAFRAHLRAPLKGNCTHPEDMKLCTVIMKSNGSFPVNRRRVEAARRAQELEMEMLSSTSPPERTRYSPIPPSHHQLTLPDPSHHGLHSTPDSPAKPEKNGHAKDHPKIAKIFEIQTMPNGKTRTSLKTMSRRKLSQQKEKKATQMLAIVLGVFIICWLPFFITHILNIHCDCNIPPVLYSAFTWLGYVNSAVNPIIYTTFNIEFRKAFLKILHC
#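 In this primary screen, compounds producing a positive calcium signal within 180 s of addition to tetracycline-induced, force-coupled HEK293 Trex D2 cells are flagged; cells are dye-loaded with a no-wash calcium kit beforehand.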
# D1 PAM – Potentiators of Human D1 Dopamine Receptor: qHTS; AID 504651, 2011; HEK293 TREx D1 cells, calcium flux, dopamine EC20 potentiation; actives 0.036% (n = 360,000); potentiation, % at 10 µM; D(1A) dopamine receptor (Homo sapiens), P21728; in the data active = potentiation above about 30%; note: 0% is about no effect
# D2 antag – HTS Assay for Allosteric Antagonists of the Human D2 Dopamine Receptor: Primary Screen for Antagonists. inhibition, % at 10 µM. HEK293 TREx D2 cells, calcium flux, dopamine EC80. actives 2% (n = 340,000); in the data active = inhibition above about 30%; note: 0% is about no effect
#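 Cells plated overnight at 30 C with tetracycline; no-wash calcium dye, 30–90 min RT; 10 s baseline; compound pinned; 180 s read; EC80 dopamine added; another 180 s read.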
# D1 antagonist – Antagonist of Human D 1 Dopamine Receptor: qHTS; HEK293 TREx D1 cells, calcium flux, dopamine EC80; stronger effect = lower value; D(1A) dopamine receptor (Homo sapiens), P21728; activity change, negative = inhibition, % at 10 µM; actives 3.2% (n = 360,000); in the data active = activity change below about -30%; note: % is set by controls: 0 for no effect and ±100 for the full control effect
#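 Tetracycline-induced HEK293 Trex D1 cells, force-coupled to calcium, dye-loaded; compounds added and read 180 s, then EC80 dopamine added and calcium flux tracked kinetically another 180 s.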
# D2 PAM – HTS Assay for Positive Allosteric Modulators of the Human D2 Dopamine Receptor: Primary Screen for Potentiators | potentiation, % at 10 µM | actives 0.34% (n = 340,000) | HEK293 T-REx D2, calcium flux, EC20 dopamine potentiation;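 active = potentiation over 3 SD above the plate norm, cut at about 30% in these data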; note: 0% is about no effect
#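 Primary screen. Calcium kinetics in induced HEK293 T-REx D2 cells: compound pre-addition 180 s, EC20 dopamine, 180 s more.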
# RXFP1 antagonist – qHTS Assay for Antagonists of the Relaxin Receptor RXFP1; Relaxin receptor 1 (Homo sapiens), Q9HBX9; HEK293-RXFP1, relaxin-stimulated cAMP HTRF, 30 min; stronger effect = lower value; activity change, negative = inhibition, % at 57.5 µM; actives 0.59% (n = 350,000);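 active = activity change of -60% or lower, but not beyond a set lower limit; inconclusive = change between -60% and -40%, or beyond the set limit; inactive = change above -40%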; note: % is set by controls: 0 for no effect and ±100 for the full control effect
# TRHR ag – qHTS for Small Molecule Agonists and Allosteric Enhancers of Human TRH Receptor: Primary Screen for Agonists; TRHR cells, calcium flux fluo-8, FDSS agonist mode; activation, % at 2 µM; actives 0.18% (n = 360,000); AID 493084, 2011; note: 0% is about no effect
# Target sequence (P34981 whole entry, looked up): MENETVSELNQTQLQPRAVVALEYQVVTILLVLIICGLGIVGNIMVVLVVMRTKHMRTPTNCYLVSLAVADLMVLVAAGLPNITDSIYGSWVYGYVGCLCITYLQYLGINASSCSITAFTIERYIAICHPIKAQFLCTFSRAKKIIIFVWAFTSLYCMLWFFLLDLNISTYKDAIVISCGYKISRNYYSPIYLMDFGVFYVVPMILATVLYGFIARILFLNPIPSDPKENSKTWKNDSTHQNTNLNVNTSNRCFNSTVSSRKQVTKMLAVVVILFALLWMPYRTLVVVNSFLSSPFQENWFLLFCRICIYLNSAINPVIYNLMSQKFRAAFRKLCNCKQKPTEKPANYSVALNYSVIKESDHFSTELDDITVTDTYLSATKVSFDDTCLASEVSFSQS
#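 TRHR-expressing cells, plated overnight in medium with 10% serum, were loaded with fluo-8 calcium dye at room temperature. After a 10 s baseline, library compound was pin-added and calcium release was recorded kinetically (ex 480/em 530) as agonist response.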
# TRHR PAM – qHTS for Small Molecule Agonists and Allosteric Enhancers of Human TRH Receptor: Primary Screen for Enhancers; AID 493056, 2011; Thyrotropin-releasing hormone receptor (Homo sapiens), P34981; actives 0.66% (n = 360,000); TRHR cells, fluo-8 calcium fluorescence, EC20 TRH enhancement; enhancement, % at 2 µM; in the data active = enhancement above about 30%; note: 0% is about no effect
#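 TRHR-expressing cells loaded with fluo-8 calcium dye were read kinetically (ex 480/em 530) during compound addition, then stimulated with an EC20 of TRH (10 nM final). Enhancement of the Gq-mediated intracellular calcium response was scored.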
# * = called active by the depositor; ? = inconclusive; . = no result given. Cut-off read from the data, not from the text of the source, unless noted: active = activation above about 30%; inactive = the rest.
SMILES,D1 agonist,D2 agonist,D1 PAM,D2 antag,D1 antagonist,D2 PAM,RXFP1 antagonist,TRHR ag,TRHR PAM
O=C(N/N=C/c1ccc(OC(=O)c2ccccc2Cl)cc1)c1ccc(O)cc1,5,0.6,1,2,-19,-8,?,0.8,0
CCCOC(=O)c1ccc(NC(=O)C(=O)NCC2CCCO2)cc1 (stereo not drawn),6,-0.1,-4,4,-1,-10,.,0.4,9
CCN(c1ccccc1)S(=O)(=O)c1cccc(C(=O)N2CCN(S(=O)(=O)c3ccccc3)CC2)c1,6,-0.4,-8,-12,1,-7,5,0.1,7
COc1ccc(-c2cc(-c3ccc(Cl)cc3)c(C#N)c(SCC(=O)O)n2)cc1,7,0.7,-13,13,7,21,-1,-1.1,0
O=C(CCCCCn1c(=O)c2sccc2n(Cc2ccc(Cl)cc2)c1=O)NCc1ccc2c(c1)OCO2,6,3.5,0,.,-18,8,1,3.1,-1
O=C(NC1CCN(Cc2ccccc2)CC1)c1c(F)cccc1F,3,-0.1,-4,24,3,-21,2,-0.6,0
CC1=NN(C(=O)c2ccccc2Br)C(O)(c2cccnc2)C1 (stereo not drawn),0,0.0,-5,4,10,1,25,1.2,10
NS(=O)(=O)c1ccc(O)c(NC(=O)c2ccc([N+](=O)[O-])o2)c1,4,-0.1,4,2,1,13,2,0.3,4
C=CCOc1cccc(/C=C2\C(=O)N(Cc3ccc(C)cc3)C(C)=C2C(=O)OC)c1,9,-0.8,3,-1,0,1,2,1.0,5
Cn1cc(S(=O)(=O)Nc2ccc(F)c(Cl)c2)c(=O)n(C)c1=O,5,-0.5,-12,-10,-13,0,0,0.3,-7
CC1=C(C(=O)Nc2cccc(C)c2C)C(c2cccs2)NC(=S)N1 (stereo not drawn),12,-1.2,-10,-11,8,1,-1,-0.8,-2
O=C(CCNC(=O)c1ccc(Br)cc1)NC1CCCCCC1,1,1.2,-2,20,-13,-14,-3,0.5,-11
COc1ccc(-c2oc3ncn4nc(-c5cccc(C)c5)nc4c3c2-c2ccc(OC)cc2)cc1,3,-1.5,-2,.,-2,.,.,-2.0,5
O=C(Nc1ccccc1F)c1ccc(CSc2ncccn2)cc1,2,.,-4,.,.,.,-1,-0.6,-3
CCN(CC)S(=O)(=O)c1ccc2oc(C(=O)NCCN3CCOCC3)c(C)c2c1,3,-2.6,-3,-7,11,.,-7,1.0,-2

# Ordered by molecular weight (descending): some entries from above
SMILES,D1 agonist,D2 agonist,D1 PAM,D2 antag,D1 antagonist,D2 PAM,RXFP1 antagonist,TRHR ag,TRHR PAM
CCN(c1ccccc1)S(=O)(=O)c1cccc(C(=O)N2CCN(S(=O)(=O)c3ccccc3)CC2)c1,6,-0.4,-8,-12,1,-7,5,0.1,7
O=C(Nc1ccccc1F)c1ccc(CSc2ncccn2)cc1,2,.,-4,.,.,.,-1,-0.6,-3
O=C(NC1CCN(Cc2ccccc2)CC1)c1c(F)cccc1F,3,-0.1,-4,24,3,-21,2,-0.6,0
NS(=O)(=O)c1ccc(O)c(NC(=O)c2ccc([N+](=O)[O-])o2)c1,4,-0.1,4,2,1,13,2,0.3,4

# Remaining list, next part
SMILES,D1 agonist,D2 agonist,D1 PAM,D2 antag,D1 antagonist,D2 PAM,RXFP1 antagonist,TRHR ag,TRHR PAM
Cc1ccc(Cn2nc(C)c(NC(=O)c3noc4c3CCCCC4)c2C)cc1,2,0.3,1,8,-2,14,5,-0.3,-4
CC1=NNC(=O)C1CCC(=O)N/N=C(/C)c1ccc([N+](=O)[O-])cc1 (stereo not drawn),3,-0.6,3,14,14,16,-3,-0.6,5
COc1cccc(C(=O)Nc2cccc3cccnc23)c1OC,0,0.4,2,-11,28,-3,3,0.2,-4
O=C(NCc1cccnc1)c1cccs1,2,0.2,-3,-5,4,7,-9,0.5,-3
Cc1onc(-c2c(Cl)cccc2Cl)c1NC(=O)NC1CCSC1 (stereo not drawn),3,-0.5,3,2,1,1,7,-1.5,4
CCOC(=O)c1c(C)oc2ncnc(Nc3ccc(OC)cc3OC)c12,1,1.3,-1,.,6,14,.,0.0,-1
Cc1ccc(NC(=O)CCNS(=O)(=O)c2ccc3c(c2)CCC(=O)N3)cc1,1,0.2,-7,16,1,1,10,-0.2,-3
CCOC(=O)c1cccc(Nc2nc(C(=O)OCC)nc3ccccc23)c1,0,0.1,-3,.,-17,4,-8,-0.8,3
COCCNc1nc(SCc2ccccc2)nc2sc3c(c12)CCC3,0,-0.8,-2,10,20,-7,-1,-1.5,-3
O=C(CN1CCCCC1)Nc1cc(Cl)ccc1Oc1ccccc1,4,-0.4,5,10,46,-3,-20,0.8,1
Cc1ccc(OCC(=O)Nc2ccc(N3CCN(C(=O)c4ccco4)CC3)cc2)cc1,7,-0.2,-5,-3,-16,-8,7,-2.3,4
CCN(CC)C(=O)c1oc2ccc(S(=O)(=O)N3CCCCCC3)cc2c1C,10,-1.8,0,-5,-8,8,-1,0.4,-1
C[C@H]1CN(S(=O)(=O)c2c(F)cccc2F)CCN1S(=O)(=O)c1ccc2c(c1)OCCO2,3,.,1,.,-8,.,.,-1.0,3
Cc1ccc(NC(=O)c2ccc(OCC3CCCO3)cc2)nc1 (stereo not drawn),3,0.7,-4,14,-11,7,-10,0.2,9
Cc1nc(C/C(=N\N)c2ccc(O)cc2O)cs1,3,-0.5,-3,-4,-32*,10,-35,1.1,-2
C[C@@]12C(=O)N(c3ccc(C(F)(F)F)cc3)C(=O)N1[C@@H]1c3ccccc3OC[C@@H]1[C@H]2c1ccccc1,1,1.0,-6,-6,8,3,.,0.4,3
O=C(Nc1ccc(F)c(F)c1)c1cnc(-c2ccccc2)nc1-c1ccccc1,20,5.0,-1,.,-18,-6,-14,5.3,-6
CCC(=NCCc1c(C)[nH]c2ccc(C)cc12)C1=C(O)CC(c2ccccc2)CC1=O (stereo not drawn),1,.,-4,.,0,.,-18,-0.1,1
Cc1ccccc1NC(=O)c1ccc(C)c(S(=O)(=O)N2CCN(C)CC2)c1,2,0.1,-4,-9,6,-2,-1,0.0,1
CC(=O)Nc1ccc(OCC(=O)c2cc(C)ccc2C)cc1,1,.,-4,.,3,.,7,0.1,1
Cc1ccccc1OCc1nc2ccccc2c(=O)n1/N=C/c1ccco1,-1,0.1,-6,9,4,-20,-5,-0.4,1
O=C(NC1CCCCCC1)c1ccc(S(=O)(=O)NCc2ccco2)cc1,2,-0.4,1,-11,-3,2,5,-0.5,4
COc1ccc(Cl)cc1NS(=O)(=O)c1ccc2c(c1)NC(=O)CCS2,7,-0.4,-4,-2,-4,5,4,0.9,1
Cc1ccc(CNC(=O)c2cc(-c3ccc(Cl)cc3)on2)cc1,2,0.9,0,.,-3,-3,-21,0.1,26
Cc1ccc(C2NC(=O)NC(O)(C(F)(F)F)C2C(=O)c2ccccc2)o1 (stereo not drawn),0,0.4,5,-17,2,1,4,-0.8,7
COc1cccc(CN(C)C(=S)Nc2cccc(C)c2)c1,0,-0.8,-3,-9,-2,2,-12,0.4,-2
O=S(=O)(NCCOc1cccc2cccnc12)c1ccc(F)cc1,0,-0.3,1,1,7,0,-3,-0.3,1
CN(CC(=O)Nc1ccc(Cl)cc1)C(=O)c1cc(-c2cccs2)nn1-c1ccccc1,1,0.0,-6,15,-24,7,-11,0.3,-5
CCc1ccc(N2C(=O)c3sc4nnc(-c5ccccc5)c(=O)n4c3C2=O)cc1,-2,-0.9,-6,-9,-7,13,-7,-0.1,0
O=C(NCCC1=CCCCC1)c1ccc(CN2CCOCC2)cc1,1,0.0,-4,11,-2,-3,5,0.4,-9
CCN(Cc1ccccc1)C(=O)c1cc2c(s1)-c1c(C)cccc1OC2,10,.,0,.,10,8,-37,0.6,-3
CCN(CC)S(=O)(=O)c1cccc(C(=O)NN2Cc3ccccc3C2=N)c1,1,-0.1,3,5,-5,-2,4,0.0,1
CC(=O)Nc1cccc(Oc2ccc3c(c2)C(=O)N(CCC(=O)O)C3=O)c1,4,0.4,2,18,-4,8,-10,0.3,6
Cc1ccc(C(=O)NCCc2csc(C)n2)cc1,-1,0.1,-3,43*,-27,2,-4,-0.6,13
CCN1CCN(CCCNC(=O)CCc2nc(-c3ccc(OC)cc3)no2)CC1,1,0.6,-5,-10,6,-15,-4,-0.2,1
O=C(CNC(=O)c1ccc(Br)o1)Nc1ncccc1O,2,0.7,-2,1,-4,7,-8,-0.6,4
CCOC(=O)C1(C)NC(c2ccco2)C2C(=O)N(C)C(=O)C21 (stereo not drawn),1,-0.3,-2,-5,5,11,-18,1.1,5
CC1=C(C(=O)OCc2ccccc2)C(c2cccnc2)n2nnnc2N1 (stereo not drawn),2,.,-2,.,-4,.,-3,0.1,-3
Cc1ccc(O)c(NC(=O)CCS(=O)(=O)c2nc(-c3ccc4c(c3)OCO4)cc(C(F)(F)F)n2)c1,5,0.8,-1,.,-21,6,-35,0.0,-3
Cc1ccc(/C=c2/sc3nnc(-c4ccccc4Cl)n3c2=O)o1,1,.,-3,.,1,.,-8,-0.5,12
CC(C)(C)C(=O)Nc1ccc(F)cc1[N+](=O)[O-],1,32*,-1,7,3,-2,-3,-0.2,-8
Cc1ccc(-c2nnc(SC(C)C(=O)NCC3CCCO3)nc2-c2ccc(C)cc2)cc1 (stereo not drawn),1,0.4,-2,13,9,-7,-15,0.2,-5
Cc1cc(C)cc(C(=O)N2CC(=O)Nc3ccccc32)c1,2,-1.0,-2,-15,.,11,.,-0.5,4
COc1ccc(-c2nc(CSc3nncn4c3cc3occc34)c(C)o2)cc1,0,0.6,-2,.,-5,5,-17,-0.1,12

# Looked up by structure from above:
SMILES,D1 agonist,D2 agonist,D1 PAM,D2 antag,D1 antagonist,D2 PAM,RXFP1 antagonist,TRHR ag,TRHR PAM
Cc1ccc(/C=c2/sc3nnc(-c4ccccc4Cl)n3c2=O)o1,1,.,-3,.,1,.,-8,-0.5,12
COCCNc1nc(SCc2ccccc2)nc2sc3c(c12)CCC3,0,-0.8,-2,10,20,-7,-1,-1.5,-3

# Look-ups from the entries so far.
# `CCN(Cc1ccccc1)C(=O)c1cc2c(s1)-c1c(C)cccc1OC2` – D1 antagonist: 10
# `CCN(CC)S(=O)(=O)c1cccc(C(=O)NN2Cc3ccccc3C2=N)c1` – D2 PAM: -2
# `COc1ccc(-c2nc(CSc3nncn4c3cc3occc34)c(C)o2)cc1` – TRHR PAM: 12
# `CC(C)(C)C(=O)Nc1ccc(F)cc1[N+](=O)[O-]` – RXFP1 antagonist: -3
# `Cc1ccc(-c2nnc(SC(C)C(=O)NCC3CCCO3)nc2-c2ccc(C)cc2)cc1` (stereo not drawn) – D1 antagonist: 9
# `Cc1ccc(/C=c2/sc3nnc(-c4ccccc4Cl)n3c2=O)o1` – TRHR ag: -0.5
# `O=C(CNC(=O)c1ccc(Br)o1)Nc1ncccc1O` – D2 PAM: 7
